Screening data (PubChem BioAssay)
STAT3 act = activators of IL-6 induced STAT3 signaling; activation (% of control), % at 5.6 µM; AID 871; U3A cells, IL-6 STAT3-luciferase reporter, luminescence; 100% = signal with IL-6 EC80 alone; 0.91% of 190,000 active;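 active means activation above the screen-wide mean of compound activation plus 3 SD, cut at about 130% in these data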;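 further: 0% = background luminescence of wells with medium and substrate only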
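Material: STAT3-luciferase reporter U3A cells; Probe or stimulus: IL-6 (33 ng/mL); Incubation: compound pre-incubation 1 h before IL-6, then 6 h stimulation at 37 °C; Technique: luminescence from STAT3-driven luciferase reporter; Evaluation: % activation versus median of IL-6-stimulated wells; Controls: IL-6-only high control.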
Hsp70 activator = Hsp70 transcriptional activation, primary screen | 0.04% of 200,000 active | HeLa Hsp70 promoter luciferase reporter, luminescence; scaled: vehicle 0, proteasome-inhibitor control 100% | AID 1203 | activation, % at 10 µM;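 active means activation above the mean across all tested compounds plus 3 SD, cutoff set per campaign, cut at about 5.5% in these data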;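 further: 100% = MG132 at 30 µM as the positive control and 0% = DMSO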
TLR4-MyD88 BLA = inhibitors of human TLR4-MyD88 binding; AID 861; O00206+Q99836; HeLa CL3-4 TLR4/MyD88 BLA complementation, FRET ratio; 0.18% of 200,000 active; inhibition, % at 8.4 µM; in the data active means inhibition above about 25%;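 further: 0% = vehicle and 100% = reference inhibitor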
STAT3 inh = STAT3 signaling inhibition | AID 862 | 0.89% of 190,000 active | inhibition, % at 5.5 µM | U3A cells, IL-6 STAT3-luciferase reporter, luminescence; host cell line lacks STAT1;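 active means inhibition above the mean inhibition across all screened compounds plus 3 SD, cut at about 44% in these data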;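 further: 0% = DMSO only wells and 100% = 100 µM nifuroxazide control wells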
STAT1 act = activators of IFN-gamma induced STAT1 signaling; NIH 3T3 STAT1-luciferase reporter, luminescence; 100% = IFN-gamma alone, no compound; activation (% of control), % at 5.5 µM; 2.6% of 200,000 active; AID 932;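 active means activation above the screen-wide mean activation plus 3 SD, cut at about 130% in these data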;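 further: raw ratio to IFN-gamma control signal so 100% means no change and 0% no light; values of inactives mirror those of a sister screen read the other way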
STAT1 blocker = inhibitors of IFN-gamma induced STAT1 signaling; inhibition, % at 5.5 µM; AID 920; 0.35% of 200,000 active; NIH 3T3 STAT1-luciferase reporter, luminescence;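 active means inhibition above a set limit, the mean inhibition across all tested compounds plus 3 SD, cut at about 34% in these data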;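 further: 0% = IFN-gamma with DMSO and 100% = IFN-gamma with 300 µM nifuroxazide; values of inactives mirror those of a sister screen read the other way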
APP 5'UTR act = activates APP 5'UTR luciferase reporter. 1% of 190,000 active. AID 1276. SH-SY5Y APP 5'UTR luciferase reporter, luminescence; zero percent = DMSO vehicle wells. activation, % at 2 µM;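 active means activation above a set limit, based on mean plus 3 SD of controls, cut at about 140% in these data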; further: values of inactives mirror those of a sister screen read the other way
Efa HMGR inh = E. faecalis class II HMG-CoA reductase inhibition; purified E. faecalis HMGR, NADPH absorbance 340 nm kinetic; inhibition, % at 10 µM; 0.41% of 190,000 active; AID 1066;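 active means inhibition above a set limit, the median over all tested compounds plus 3 SD, cut at about 9.5% in these data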;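 further: enzyme runs in reverse so mevalonate oxidation gives rising NADPH absorbance; 0% = complete reaction with DMSO and 100% = background rate lacking mevalonate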
NF-kB expr up = NF-kB expression increase, human neuronal cells. NF-kB reporter expression; hits give high values. fold change at 12.5 µM. 1.6% of 190,000 active. AID 1239; in the data active means fold change above about 3.3
DTT redox prof = compounds producing H2O2 with reducing agent – biochemical, NIH compound library profiling, artefact control for MLSCN library redox annotation, primary screen; activation, % at 10 µM; DTT-dependent redox cycling H2O2, phenol red/HRP absorbance; 100% = 100 µM peroxide control, 0% = buffer; 0.03% of 200,000 active; AID 878;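 active means activation of at least 50% relative to the plate's high and low controls in the primary single-dose screen; inactive means activation below 50%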;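 further: compound incubated with DTT at 0.8 mM final as the reducing agent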
* hit, by the source's call; . = no result given.

(1) COc1cc2c(cc1OC)-c1n[nH]c(=S)n1C(C)(C)C2
(2) CCc1nc(N2CCC3(CC2)OCCO3)c2nnn(Cc3ccccc3)c2n1
(3) Oc1oc(-c2ccccc2)nc1C=NCc1ccccc1
(4) CCOc1cccc(/C=N/NC(=O)c2cc(-c3cccn3C)n[nH]2)c1O
(5) Cc1ccnc(SCC(=O)N2CCc3ccccc3C2)n1
(6) COc1ccc2c(c1)cc1n2CCN=C1NCCO
(7) Cc1ccc2c(c1)N(CC(=O)OCC(=O)NCc1ccccc1)C(=O)CO2
(8) Cc1ccc(N(CN2CCCC2=O)C(=O)c2ccccc2)cc1

| assay / entry | 1 | 2 | 3 | 4 | 5 | 6 | 7 | 8 |
| --- | --- | --- | --- | --- | --- | --- | --- | --- |
| STAT3 act | 83 | 96 | 111 | 99 | 99 | 98 | 99 | 107 |
| Hsp70 activator | -0.1 | -0.4 | -0.3 | 0.0 | 0.0 | -0.3 | -0.1 | -0.1 |
| TLR4-MyD88 BLA | -13 | 1 | 2 | 6 | 6 | -20 | -9 | 4 |
| STAT3 inh | 27 | 12 | -7 | 3 | 4 | 3 | 8 | -10 |
| STAT1 act | 98 | 95 | 118 | 94 | 103 | 98 | 100 | 97 |
| STAT1 blocker | 3 | 5 | -20 | 4 | -5 | 1 | -2 | 3 |
| APP 5'UTR act | 8 | 8 | 18 | -43 | -3 | 5 | 13 | -3 |
| Efa HMGR inh | -2 | 1 | -5 | -5 | -3 | -6 | -5 | -2 |
| NF-kB expr up | 1.2 | 0.95 | 2.4 | 0.96 | 1.1 | 1.2 | 1.1 | 1.3 |
| DTT redox prof | -0.4 | -0.4 | 0.1 | -1.7 | 0.1 | 0.0 | -2.2 | 0.1 |

Exported as labelled records: four of the compounds above
2) CCc1nc(N2CCC3(CC2)OCCO3)c2nnn(Cc3ccccc3)c2n1
  STAT3 act: 96
  Hsp70 activator: -0.4
  TLR4-MyD88 BLA: 1
  STAT3 inh: 12
  STAT1 act: 95
  STAT1 blocker: 5
  APP 5'UTR act: 8
  Efa HMGR inh: 1
  NF-kB expr up: 0.95
  DTT redox prof: -0.4
3) Oc1oc(-c2ccccc2)nc1C=NCc1ccccc1
  STAT3 act: 111
  Hsp70 activator: -0.3
  TLR4-MyD88 BLA: 2
  STAT3 inh: -7
  STAT1 act: 118
  STAT1 blocker: -20
  APP 5'UTR act: 18
  Efa HMGR inh: -5
  NF-kB expr up: 2.4
  DTT redox prof: 0.1
4) CCOc1cccc(/C=N/NC(=O)c2cc(-c3cccn3C)n[nH]2)c1O
  STAT3 act: 99
  Hsp70 activator: 0.0
  TLR4-MyD88 BLA: 6
  STAT3 inh: 3
  STAT1 act: 94
  STAT1 blocker: 4
  APP 5'UTR act: -43
  Efa HMGR inh: -5
  NF-kB expr up: 0.96
  DTT redox prof: -1.7
5) Cc1ccnc(SCC(=O)N2CCc3ccccc3C2)n1
  STAT3 act: 99
  Hsp70 activator: 0.0
  TLR4-MyD88 BLA: 6
  STAT3 inh: 4
  STAT1 act: 103
  STAT1 blocker: -5
  APP 5'UTR act: -3
  Efa HMGR inh: -3
  NF-kB expr up: 1.1
  DTT redox prof: 0.1

Other records:
(9) CC(C)(C)NC(=O)Nc1ccc2nccnc2c1
(10) CC(/C=N\NC(=O)c1cccnc1)c1ccccc1 (configuration not stated)
(11) O=C(CSc1nc2ccccc2s1)NNC(=S)Nc1ccc(Cl)cc1
(12) COc1ccc(N2C(=O)NC3CC2(C)Oc2ccccc23)cc1 (configuration not stated)
(13) O=C(c1ccc(S(=O)(=O)N2CCOCC2)cc1)N(c1cccc(Cl)c1)C1C=CS(=O)(=O)C1 (configuration not stated)
(14) COc1ccc(-c2cc(-c3ccccc3)n3ncnc3n2)cc1
(15) CCOc1cc(/C=N/NC(=O)c2cccc([N+](=O)[O-])c2)ccc1OS(=O)(=O)c1ccccc1
(16) CCS(=O)(=O)N1CCN(c2ccc([N+](=O)[O-])c(NCc3cccnc3)c2)CC1

| assay / entry | 9 | 10 | 11 | 12 | 13 | 14 | 15 | 16 |
| --- | --- | --- | --- | --- | --- | --- | --- | --- |
| STAT3 act | 99 | 92 | 84 | 103 | 94 | 73 | 93 | 108 |
| Hsp70 activator | 1.4 | -0.2 | -0.5 | 0.0 | 0.1 | -0.6 | 0.1 | -0.4 |
| TLR4-MyD88 BLA | 3 | -5 | 7 | 7 | 4 | -7 | 7 | -11 |
| STAT3 inh | 2 | 19 | 21 | -2 | 14 | 38 | 13 | -4 |
| STAT1 act | 117 | 96 | 94 | 99 | 96 | 93 | 100 | 101 |
| STAT1 blocker | -18 | 5 | 7 | 0 | 3 | 8 | 0 | -3 |
| APP 5'UTR act | 43 | 6 | 23 | -6 | -4 | 18 | -1 | 14 |
| Efa HMGR inh | 3 | . | -3 | -2 | -12 | -3 | 0 | -6 |
| NF-kB expr up | 1.6 | . | 1.1 | 1 | 0.99 | 0.42 | 0.32 | 0.96 |
| DTT redox prof | 0.1 | 0.6 | -0.3 | -0.5 | -0.5 | 0.2 | -7.1 | -0.1 |

(17) CCSc1nnc(NC(=O)Cc2cccc(OC)c2)s1
(18) CCOC(=O)C1CCCN(c2ncnc3c2cnn3-c2ccc(Cl)cc2)C1 (configuration not stated)
(19) CC1CCc2c(sc(NC(=O)Cn3cnc([N+](=O)[O-])n3)c2C(N)=O)C1 (configuration not stated)
(20) COc1cc2c(C(=O)N3CCN(c4ccccc4C)CC3)c(C)oc2cc1Br
(21) CCOc1ccc(N=C(NC#N)SCC)cc1
(22) COc1ccc(C)cc1NC(=O)Cn1cnnn1
(23) O=C(Nc1ccccc1C(F)(F)F)N1CCCCCC1
(24) COC(=O)c1cn(C(=O)c2cccc(C)c2)c2ccccc12

| assay / entry | 17 | 18 | 19 | 20 | 21 | 22 | 23 | 24 |
| --- | --- | --- | --- | --- | --- | --- | --- | --- |
| STAT3 act | 104 | 74 | 80 | 94 | 108 | 109 | 101 | 103 |
| Hsp70 activator | 0.3 | -0.5 | -0.2 | -0.2 | 0.0 | -0.2 | -0.5 | -0.2 |
| TLR4-MyD88 BLA | -5 | -7 | -18 | -3 | 0 | -14 | -5 | 3 |
| STAT3 inh | -5 | 34 | 28 | 10 | -5 | -7 | 1 | -1 |
| STAT1 act | 106 | 118 | 109 | 107 | 107 | 100 | 102 | 105 |
| STAT1 blocker | -4 | -20 | -8 | -8 | -7 | -2 | -5 | -7 |
| APP 5'UTR act | -12 | -15 | 11 | 15 | -3 | 24 | -18 | -6 |
| Efa HMGR inh | -1 | -7 | 1 | 1 | -10 | -9 | -1 | -4 |
| NF-kB expr up | 1.2 | 1.8 | 1.1 | 1.1 | 1.2 | 1 | 1.4 | 0.97 |
| DTT redox prof | 0.0 | 4.8 | -0.1 | -0.4 | 2.5 | -1.3 | 0.5 | -0.5 |
